Bioassay records deposited in PubChem by several laboratories.
OX1R antag: blocks the human orexin 1 receptor; O43613; CHO/OX1R cells, Fluo-8 calcium fluorescence, orexin A; inhibition, % at 5 µM; hit rate 0.43% among 330,000; AID 434989;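 active = inhibition above its plate's threshold, mean inhibition of all tested compounds on the plate plus 3 SD, cut at about 37% in these data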;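 note: 0% = orexin A challenge wells and 100% = SB-334867-A antagonist wells; not every result past the cut was called active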
Target sequence (O43613 whole entry, looked up): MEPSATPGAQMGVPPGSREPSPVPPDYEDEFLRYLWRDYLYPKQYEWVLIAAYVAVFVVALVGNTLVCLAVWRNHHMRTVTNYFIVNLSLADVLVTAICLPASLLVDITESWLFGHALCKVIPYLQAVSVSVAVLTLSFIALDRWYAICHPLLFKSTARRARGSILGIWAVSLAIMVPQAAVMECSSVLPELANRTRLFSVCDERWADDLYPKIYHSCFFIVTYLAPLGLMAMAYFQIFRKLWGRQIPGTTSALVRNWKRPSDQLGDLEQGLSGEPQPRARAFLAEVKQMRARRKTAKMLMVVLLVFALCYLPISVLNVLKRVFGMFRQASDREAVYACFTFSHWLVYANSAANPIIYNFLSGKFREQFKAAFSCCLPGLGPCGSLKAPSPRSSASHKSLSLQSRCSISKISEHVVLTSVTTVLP
CHT PAM: allosterically activates the human high affinity choline transporter. Q9GZV3. CHT-expressing cells, membrane potential dye, choline EC20; active compounds read high; LV-AA mutant CHT in HEK293 cells. B-score at 10 µM. hit rate 0.49% among 310,000;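 active = initial fluorescence not abnormally high and integrated response B-score, plate-corrected, over 3 SD above library mean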
Target sequence (Q9GZV3 whole entry, looked up): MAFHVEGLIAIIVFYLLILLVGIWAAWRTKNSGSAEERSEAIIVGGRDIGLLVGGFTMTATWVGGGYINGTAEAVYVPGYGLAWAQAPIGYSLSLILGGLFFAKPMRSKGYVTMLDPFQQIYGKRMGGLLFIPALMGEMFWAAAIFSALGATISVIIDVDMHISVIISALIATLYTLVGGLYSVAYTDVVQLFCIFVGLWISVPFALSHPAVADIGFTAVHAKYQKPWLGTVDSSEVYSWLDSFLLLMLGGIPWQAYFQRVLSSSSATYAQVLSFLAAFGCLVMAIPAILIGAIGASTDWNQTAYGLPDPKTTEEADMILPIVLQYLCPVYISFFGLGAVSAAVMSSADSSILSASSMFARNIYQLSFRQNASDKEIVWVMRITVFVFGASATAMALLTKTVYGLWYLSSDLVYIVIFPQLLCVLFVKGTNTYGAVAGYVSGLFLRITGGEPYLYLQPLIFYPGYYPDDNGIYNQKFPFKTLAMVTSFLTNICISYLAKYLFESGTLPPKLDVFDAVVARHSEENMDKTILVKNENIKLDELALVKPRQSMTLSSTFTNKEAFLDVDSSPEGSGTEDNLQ
* marks the source's active call; other numbers are inactive results; i = inactive; nt = not tested or not shown.

Order of values – OX1R antag | CHT PAM
1: CC1(C)C[C@H]2C3=CCC4[C@@]5(C)CC[C@H](O)[C@](C)(CO)C5CC[C@@]4(C)[C@]3(C)C[C@@H](O)[C@@]2(CO)[C@@H](O)[C@@H]1O (stereo partly drawn)
    -1.0 | nt
2: Cc1ccnc(SCc2cc(=O)c(OC(=O)c3ccc(Cl)c([N+](=O)[O-])c3)co2)n1
    -6.5 | i
3: CC(OC(=O)c1ccc(NC(=O)CC#N)cc1)C(=O)NC(c1ccccc1)c1ccccc1 (stereo not drawn)
    5.7 | nt
4: CC1(C)NC(=O)N(CC(O)COc2ccc(N3C(=O)c4ccccc4C3=O)cc2)C1=O (stereo not drawn)
    -16.3 | i
5: COc1cc(C(=S)N2CCN(c3cccc(Cl)c3)CC2)ccc1O
    4.7 | i
6: O=C(COC(=O)c1cc(Br)ccc1O)NNC(=O)c1cccs1
    4.5 | nt
7: C=CCn1c(C)cc(C2=NNC(=NC(C)(C)C)SC2)c1C
    -7.4 | i
8: Fc1ccc(C2=Nn3c(Cc4ccccc4F)nnc3SC2)cc1
    -16.0 | i
9: CC(Sc1ccc(S(=O)(=O)N2CCN(C)CC2)cn1)C(=O)NC1CCCCC1 (stereo not drawn)
    -18.0 | nt
10: Cc1ccc(CN(C)C(=O)COC(=O)CSc2ccc([N+](=O)[O-])cc2)cc1
    -11.9 | i
11: Cc1ccc(S(=O)(=O)N2C(=O)/C(=C3\SC(=S)NC3=O)c3ccccc32)cc1
    8.7 | i
12: Cc1nc2cc(NCc3cccs3)ccc2n1C
    -17.0 | i
13: Cc1ccc(S(=O)(=O)n2nc(C)c(S(=O)(=O)N3CCCCC3)c2C)cc1
    -12.9 | i
14: CCCN1C2=NCCN2c2cc(C)c(C)cc21
    -3.9 | 8.34*
15: COc1ccccc1Oc1ccc2c(c1)C(=O)N(c1cccc(O)c1)C2=O
    8.5 | i
16: Cc1ccc2c(CNCc3ccco3)cc(=O)oc2c1
    -6.8 | i
17: Cc1ccc(OCC(=O)Nc2ccc(N3CCCC3)cc2)cc1C
    -7.3 | i
18: Cc1csc2c(NCCCN3CCOCC3)ncnc12
    -2.1 | i
19: C=C(C)C1Cc2c(C)nn(-c3cccc4cccnc34)c2C1 (stereo not drawn)
    -30.5 | i
20: CCc1ccccc1NC(=O)c1ccc(S(=O)(=O)N2CCCC2)cc1
    -15.2 | i
21: C[C@@H]1CC[C@@]2(OC1)O[C@H]1C[C@H]3[C@@H]4CC=C5C[C@@H](O)[C@H](O)C[C@]5(C)C4CC[C@]3(C)[C@H]1[C@@H]2C (stereo partly drawn)
    -19.6 | i
22: O=C(CCc1nc2sc3c(c2c(=O)[nH]1)CCCC3)N1CCN(c2ccccc2)CC1
    -29.5 | i
23: Cc1cccc(OCC(=O)OC2CCN(C)CC2)c1
    8.6 | i
24: O=C1c2ccccc2C(=O)c2[nH]cnc21
    nt | i
25: Cn1cc(Br)c(-c2cccc(N3C(=O)CC(C)(C)CC3=O)c2)n1
    -15.9 | i
26: COc1ccc(/C(O)=C2/C(=O)C(=O)N(CCN(C)C)C2c2ccccn2)cc1OC (stereo not drawn)
    -4.3 | i
27: Cc1c(N2C(=O)c3cccc4cccc(c34)C2=O)c(=O)n(-c2ccccc2)n1C
    -4.7 | i
28: Cc1nn(-c2ccccc2)nc1C(=O)Nc1ccc2c(c1)OCCO2
    -27.8 | i
29: Cc1ccc(S(=O)(=O)N2CCN(c3ncnc4scc(-c5ccccc5)c34)CC2)cc1
    -33.8 | nt
30: CCOc1ccccc1N
    1.4 | nt
31: O=C(O)C1CC=CCC1C(=O)Nc1ccccc1C(=O)N1CCN(c2ccc(F)cc2)CC1 (stereo not drawn)
    -10.3 | i
32: O=C(O)CC/C(=N\NC(=O)CNC(=O)c1ccc(F)cc1)c1ccccc1
    -14.8 | i
33: COCCOC(=O)C1=C(C)NC2=C(C(=O)CC(C)(C)C2)C1c1ccc(N(C)C)cc1 (stereo not drawn)
    -15.9 | i
34: CCOC(=O)C1=C(COC(=O)/C=C/c2ccc(OC)c(OC)c2)NC(=O)NC1C (stereo not drawn)
    -19.7 | i
35: Cc1nc2nc(-c3cccnc3)[nH]n2c(=O)c1C
    -4.0 | i
36: CCc1ccc(N2CC(C(=O)Nc3ccc4c(c3)OCCO4)CC2=O)cc1 (stereo not drawn)
    -18.3 | i
37: O=C(Nc1ccccc1)N1CCN(C(=O)Nc2ccccc2)CC1
    -1.5 | i
38: O=C1NCCn2nc3ccccc3c21
    7.0 | i
39: Cn1c(SCC(=O)Nc2ccc(N3CCOCC3)cc2)nnc1C(F)(F)F
    -11.6 | nt
40: CCC(C)(C)C1CCc2[nH]nc(C(=O)NC(C)C)c2C1 (stereo not drawn)
    -34.5 | i

Looked up by compound from the entries so far, 2 records:
Order of values – OX1R antag | CHT PAM
31: O=C(O)C1CC=CCC1C(=O)Nc1ccccc1C(=O)N1CCN(c2ccc(F)cc2)CC1 (stereo not drawn)
    -10.3 | i
33: COCCOC(=O)C1=C(C)NC2=C(C(=O)CC(C)(C)C2)C1c1ccc(N(C)C)cc1 (stereo not drawn)
    -15.9 | i

Complete entries, quoted from the list.
`Cc1ccc(S(=O)(=O)N2CCN(c3ncnc4scc(-c5ccccc5)c34)CC2)cc1` as listed: OX1R antag: -33.8; CHT PAM: nt
`O=C(CCc1nc2sc3c(c2c(=O)[nH]1)CCCC3)N1CCN(c2ccccc2)CC1` as listed: OX1R antag: -29.5; CHT PAM: i

(cont.)
Order of values – OX1R antag | CHT PAM
41: CCOCCCNC(=O)c1cn(CC)c2ccc(S(=O)(=O)N3CCOCC3)cc2c1=O
    -9.2 | i
42: CCOC(=O)/C=C1\SCC(=O)N1CC(=O)Nc1ccc(OC)c(OC)c1
    0.0 | i
43: CCc1ccc(C(=O)NC(C(=O)NCC2CCCO2)C(C)C)cc1 (stereo not drawn)
    -28.8 | i
44: CC1CC(=O)N(CC(=O)Nc2cccc(Cl)c2)c2ccccc2S1(=O)=O (stereo not drawn)
    -14.3 | i
45: c1ccc(Sc2cnc3ccccc3n2)cc1
    0.8 | i
46: COC(=O)c1c(C)nsc1NC(=O)Oc1ccccc1
    3.4 | i
47: COc1cc(NC(=O)CN2CCN(C(=O)C3CCCO3)CC2)c(OC)cc1Cl (stereo not drawn)
    20.6 | i
48: O=C(O)c1ccccc1C(=O)O
    16.1 | nt
49: O=C(NN=C(Cc1ccccc1)Cc1ccccc1)c1ccccc1O
    -15.1 | i
50: CC(=O)c1ccc(NC(=S)NC(=O)Cc2ccc(Cl)cc2)cc1
    -4.2 | i
51: Cc1cccc(SCc2noc(C(=O)NCC3CCCO3)c2C(=O)O)c1 (stereo not drawn)
    -4.2 | i
52: COC(=O)c1cc(C(=O)NCCCN2CCOCC2)cc([N+](=O)[O-])c1
    -13.2 | i
53: COc1ccc(OCCC(=O)OCC(=O)NC2CCCCCCC2)cc1
    -7.7 | i
54: Cc1ccc(NC(=O)COc2ccccc2C#N)cc1S(=O)(=O)N1CCCCCC1
    22.3 | nt
55: CC(=O)C(=Cc1ccc(O)cc1)C(C)=O
    nt | i
56: Cc1ncccc1C(=O)N1CCCC(CNC(=O)C2(c3ccc(Cl)cc3)CC2)C1 (stereo not drawn)
    -1.7 | i
57: CC(C)CNC(=O)[C@H](Cc1ccccc1)NC(=O)c1cccs1
    -31.5 | i
58: CC(C)C12CN3CCN(CC(C3)/C1=N\NC(=O)Nc1ccccc1)C2
    -56.7 | i
59: CN1/C(=C\C(=O)COC(=O)c2ccc(O)cc2)C(C)(C)c2ccccc21
    46.6* | i
60: O=C(O)C1C2C=CC(C2)C1C(=O)NCCCc1ccccc1 (stereo not drawn)
    6.7 | i
61: CC(C)[C@H](NC(=O)OCc1ccccc1)C(=O)OCc1ccccc1
    -30.0 | i
62: CCOC(=O)N1CCN(c2ccnc3cc(Cl)ccc23)CC1
    -23.5 | i
63: Cc1nn(CC(=O)N2CCCC2)c(=O)c2cc3cc(F)ccc3n12
    -13.2 | i
64: O=C(NCCOCc1ccc(Cl)cc1)c1ncn[nH]1
    7.6 | i
65: CCCn1cc(S(=O)(=O)c2ccc(OC)cc2)c(=O)c2cc(OC)ccc21
    -17.9 | i
66: COc1ccc2c(c1)CC1c3c(cc4c(c3-2)OCO4)CC[N+]1(C)[O-] (stereo not drawn)
    -9.9 | i
67: COc1ccc(N(Cc2ccccc2)C(=O)c2ccccc2[N+](=O)[O-])cc1
    -13.5 | i
68: COc1ccc(NC(=S)NNC(=O)COc2ccc(Cl)cc2Cl)cc1
    4.7 | i
69: c1ccc(CNc2ccc3c(c2)ncn3C2CCCCC2)nc1
    -16.1 | i
70: COc1cc(-c2nc(CN(C)Cc3nnc(C)o3)c(C)o2)ccc1F
    -10.4 | i
71: COc1ccc(NC(C)C(=O)Nc2cccc(S(=O)(=O)N3CCOCC3)c2)cc1OC (stereo not drawn)
    7.3 | nt
72: Cc1ccc(C(=O)Nc2cc3ccccc3oc2=O)cc1
    -14.6 | i
73: Cc1nc(CCNC(=O)CC2C(=O)NCCN2Cc2ccc(F)cc2)sc1C (stereo not drawn)
    -48.3 | i
74: O=C1NC2(CCCCC2)C(=O)N1CCN1C(=O)c2ccccc2C1=O
    -10.4 | i
75: Cc1ccc(Cn2nnc3c(=O)[nH]c(C4CCCN(C(=O)Nc5ccc(F)cc5)C4)nc32)cc1 (stereo not drawn)
    -7.3 | i
76: CCOC(=O)N/N=C/c1c(F)cccc1F
    3.7 | i
77: N#Cc1ccc(CN2CCN(C(=O)c3cc(C4CC4)nn3-c3ccccc3)CC2)cc1
    -10.2 | nt
78: CCN(CC(=O)Nc1cc(C)on1)CC(=O)Nc1ccccc1C(F)(F)F
    5.1 | nt
79: O=C(O)CC(NCc1ccco1)C(=O)Nc1cccc(O)c1 (stereo not drawn)
    -4.5 | i
80: Cc1ccc(S(=O)(=O)N2CCN(c3ccc([N+](=O)[O-])c(NCCN4CCOCC4)c3)CC2)cc1
    -24.4 | i
81: COc1cc(-c2cc(=O)c3c(O)cc(O)cc3o2)ccc1O
    3.9 | i
82: N#Cc1nc(Cc2ccccc2)oc1N1CCC(C(N)=O)CC1
    -14.1 | i
83: COc1ccc(-c2cc(C(=O)NCC3CCCO3)c3cc(C)ccc3n2)cc1 (stereo not drawn)
    -17.8 | i
84: O=C(NNC(=O)c1cc(OCC(F)(F)F)ccc1OCC(F)(F)F)c1cccc(C(F)(F)F)c1
    -3.0 | i
85: CCc1cc(-c2n[nH]c(C)c2-c2ccccc2Cl)c(O)cc1OC
    -0.8 | i
86: CCNc1cc(N2CCCC2)ccc1[N+](=O)[O-]
    -19.5 | i
87: CCCCCCCCCCCCN1C/C(=C\C(=O)OCC)c2ccccc2S1(=O)=O
    2.1 | i
88: O=c1c2ccccc2nc(-c2ccccc2)n1O
    -7.2 | i
89: CC(C)(C)C1CCC(=NNC(=O)C(=O)NC2CCCCC2)CC1 (stereo not drawn)
    -8.8 | i
90: COC(=O)c1ccccc1N1C(=O)[C@@H]2C(c3ccc(F)cc3)=NO[C@@H]2C1=O
    0.6 | i
91: CCn1c(COc2ccccc2C)nnc1SCC(=O)N1CCN(c2ccccc2)CC1
    -23.9 | i
92: COc1ccccc1/C=C/C(=O)NCC(=O)N/N=C/c1ccccc1
    -26.9 | i
93: C/C=C(\C)C(=O)OC1CC(C)(C)C[C@H]2C3=CC[C@@H]4[C@@]5(C)CCC(O[C@@H]6O[C@@H](C(=O)O)[C@@H](O)C(O[C@@H]7OC[C@H](O)[C@@H](O)[C@@H]7O[C@@H]7OC(CO)C(O)[C@@H](O)[C@@H]7O)C6O[C@@H]6OC(CO)C(O)C(O)C6O)[C@@](C)(CO)[C@@H]5CC[C@]4(C)[C@]3(C)CC(O)[C@@]12CO (stereo partly drawn)
    45.0 | nt
94: CCCCn1c(=O)[nH]c(=O)c2c1nc(-c1ccc(OC(F)F)c(OC)c1)n2C
    -10.6 | i
95: CCOc1ccc(Cn2c(=O)sc3ccccc32)cc1OC
    -6.0 | i
96: CCN(CC)CCNC(=S)Nc1ccc2nc3n(c(=O)c2c1)CCCCC3
    -17.8 | i
97: CC(NC(=O)c1ccccc1)c1nnc(SCC(=O)NC2CCCC2)n1C (stereo not drawn)
    -6.3 | i
98: CC(C)(C)Cc1nnc(NC(=O)Cc2cccs2)s1
    -29.5 | i
99: Cc1ccc(C(=O)NCc2ccco2)cc1S(=O)(=O)Nc1cccc(C)c1C
    -22.3 | i
100: Cc1[nH]c2ccccc2c1/C=N\NC(=O)Cn1nnc(-c2ccccc2)n1
    -17.0 | i

Six entries already listed, arranged by their value in OX1R antag, lowest first.
#	molecule	OX1R antag
34	CCOC(=O)C1=C(COC(=O)/C=C/c2ccc(OC)c(OC)c2)NC(=O)NC1C (stereo not drawn)	-19.7
86	CCNc1cc(N2CCCC2)ccc1[N+](=O)[O-]	-19.5
82	N#Cc1nc(Cc2ccccc2)oc1N1CCC(C(N)=O)CC1	-14.1
70	COc1cc(-c2nc(CN(C)Cc3nnc(C)o3)c(C)o2)ccc1F	-10.4
68	COc1ccc(NC(=S)NNC(=O)COc2ccc(Cl)cc2Cl)cc1	4.7
78	CCN(CC(=O)Nc1cc(C)on1)CC(=O)Nc1ccccc1C(F)(F)F	5.1

Additional structures follow.
Order of values – OX1R antag | CHT PAM
101: COc1cc(OC)cc(C(=O)N2CCC(C(=O)N3CCOCC3)CC2)c1
    12.3 | i
102: Cc1nn(C)c(C)c1S(=O)(=O)N1CCC(C(=O)NC2CCCCC2)CC1
    -19.8 | i
103: CCNC(=S)N/N=C/c1ccc(-c2ccccc2)o1
    -14.0 | i
104: CCNc1nc(NOC)nc(OCC#N)n1
    1.0 | i
105: CN1CCC(OC(=O)COc2ccc(F)cc2)CC1
    6.1 | i
106: COC(=O)C1=C(C)N(CCc2ccc(OC)cc2)C(=O)C1
    -18.3 | i
107: C=CCn1c(CSCc2ccccc2)nnc1SCC(=O)N1CCN(c2ccccc2)CC1
    -31.8 | i
108: COc1ccc(NC(=O)C(NC(=O)Cc2cccs2)c2ccccc2)cc1 (stereo not drawn)
    9.0 | i
109: COCC(=O)N1CCC(Oc2ccc(C(=O)N3C[C@H]4CC[C@H]3C4)cc2)CC1
    -0.9 | i
110: COC(=O)c1scc(C)c1NC(=O)CSc1ccc(Cl)cc1
    -29.8 | i
